# Pol beta inh: inhibitors of human DNA polymerase beta | P06746 | Pol beta primer extension/strand displacement, fluorescence kinetic | Potency, µM (doses to about 114 µM), inactives show at the highest dose activity change, negative = inhibition, hits mostly inhibitors | 340,000 tested, 1.3% active; further: potency means the concentration at half of the fitted maximal effect; on the % scale 0 is the no-effect control and ±100 the full control effect
#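 Kinetic readout of DNA synthesis with strand displacement by Pol beta. Compound and 10 nM enzyme sit 15 min at room temperature; 50 nM substrate starts the reaction, read immediately and at 10 min.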
# 12-LOX inh: inhibitors of human 12S-lipoxygenase ALOX12; AID 1671190; Potency, µM (top dose mostly 108 µM), for the others: top-dose activity change, negative = inhibition, most hits filed as inhibitors; purified 12hLO, xylenol orange hydroperoxide absorbance; 580,000 tested, 1.1% active; P18054; further: potency means the concentration at half of the fitted maximal effect; on the % scale 0 is the no-effect control and ±100 the full control effect
#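 Hydroperoxide product was detected by ferrous iron/xylenol orange as the 573 to 405 nm absorbance ratio. Arachidonic acid at 40 uM (final) was turned over for 30 min at room temperature by 150 nM human 12hLO, pH 7.0 Hepes buffer, after 15 min compound preincubation.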
# Anesthetic bind: candidate novel general anesthetic via apoferritin binding; AID 485281; Potency, µM (highest dose often 77.5 µM), without a hit: top-dose activity change, negative = displacement, usual class: inhibitors; apoferritin/1-aminoanthracene competitive binding, fluorescence; 350,000 tested, 0.074% active; further: potency means the concentration at half of the fitted maximal effect; on the % scale 0 is the no-effect control and ±100 the full control effect; nearly all actives have a fitted effect of over 20% in size
# Target sequence (P02791 2-175 limits assumed): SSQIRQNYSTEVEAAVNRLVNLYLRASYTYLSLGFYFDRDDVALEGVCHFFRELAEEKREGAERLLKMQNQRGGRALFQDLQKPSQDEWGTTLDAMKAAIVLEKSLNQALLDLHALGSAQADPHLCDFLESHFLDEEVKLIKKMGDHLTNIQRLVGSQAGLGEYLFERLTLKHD
#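 Concentration-response curves derived by four-parameter Hill fitting of normalized fluorescence, where compounds displaced 1-AMA from 10 uM horse apoferritin following a brief 10 min room-temperature incubation; propofol titration acted as positive control.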
# RGS4 inh: human RGS4 inhibition. P49798. Transcreener GDP fluorescence polarization, RGS4-accelerated GTP hydrolysis. Potency, µM (doses to about 114 µM), for inactives: top-dose activity change, negative = inhibition, usual class: inhibitors. 390,000 tested, 0.039% active. AID 504845; further: potency means the concentration at half of the fitted maximal effect; on the % scale 0 is the no-effect control and ±100 the full control effect; nearly all actives have a fitted effect of over 75% in size; some results filed as inactive show a strong effect at the top dose
# Target sequence (P49798 whole entry, looked up): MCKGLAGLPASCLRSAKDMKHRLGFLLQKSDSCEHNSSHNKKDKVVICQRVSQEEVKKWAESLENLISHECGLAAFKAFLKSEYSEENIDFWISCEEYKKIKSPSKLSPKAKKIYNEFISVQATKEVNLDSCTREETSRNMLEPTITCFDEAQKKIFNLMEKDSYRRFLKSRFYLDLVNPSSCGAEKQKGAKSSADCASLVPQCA
#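 MLSMR compounds (23 nl, pin-transferred) preincubated 10 min at room temperature with a 500nM (2x) first reagent, then RGS4 at 900nM (2x) plus Transcreener GDP mix added; fluorescence polarization (620/688 nm) read before and after 90 min at 30 °C.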
# APEX1 inh: APE1 (human) endonuclease inhibition. P27695. recombinant APE1, TAMRA/BHQ-2 abasic DNA cleavage fluorescence. Potency, µM (series often up to 65.8 µM), without a hit: at the top dose activity change, negative = inhibition, usual class: inhibitors. 350,000 tested, 0.35% active;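 further: potency means the concentration at half of the fitted maximal effect; plate controls were vehicle for no effect and reference inhibitor for full effect; nearly all actives have a fitted effect of over 55% in size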
#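 Compound pre-exposure to 0.75 nM APE1, 15 min at ambient temperature. Reaction initiated with 50 nM TAMRA/BHQ-2 THF substrate, read immediately in kinetic mode, 525 nm excitation, 598 nm emission.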
# Pol kappa inh: blocks human DNA polymerase kappa activity | purified Pol kappa, fluorescent DNA synthesis assay, 10 min | Q9UBT6 | 400,000 tested, 0.53% active | AID 588579 | Potency, µM (titrated, usually from 107 µM), for the others: at the top dose activity, negative = inhibition, actives largely listed as inhibitors; further: potency means the concentration at half of the fitted maximal effect; on the % scale 0 is the no-effect control and ±100 the full control effect
#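 10 nM Pol kappa preincubated 15 min at room temperature with compounds, then reaction started with substrate at 50 nM final. Fluorescence read kinetically at 0 and 10 min; buffer-only wells served as negative control.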
# LDHA inh: inhibitors of human lactate dehydrogenase A; P00338; 480,000 tested, 0.15% active; activity change, % (values are at about 110 or 230 µM); purified LDHA, NADH/diaphorase-resazurin fluorescence; hits give low values; in the data active means activity change below about -30%; inconclusive means mostly about -25% to -30%;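 further: plate controls were DMSO wells for no effect and wells without enzyme for full effect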
#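 Remaining NADH was detected by diaphorase (0.133 mg/mL) converting 37 µM resazurin to fluorescent resorufin, read at 0 and 20 minutes. The preceding 5-minute room-temperature reaction used 2 nM LDHA, 0.2 mM sodium pyruvate and 0.06 mM NADH at pH 7.4.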
# Pol eta inh: inhibitors of human DNA polymerase eta. Q9Y253. recombinant Pol eta, fluorescent DNA replication assay. Potency, µM (top dose mostly 114 µM), inactives show at the top dose activity change, negative = inhibition, most hits filed as inhibitors. AID 588591. 390,000 tested, 1.2% active; further: potency means the concentration at half of the fitted maximal effect; on the % scale 0 is the no-effect control and ±100 the full control effect
#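 Pol eta at 10 nM preincubated with compounds 15 min at room temperature; reaction started with fluorescent substrate (50 nM final) and read kinetically at 0 and 10 min.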
# ERG Ets-DNA blk: blocks human ERG Ets domain binding to DNA. Potency, µM (doses to about 76.9 µM), for the others: at the highest dose FP activity, negative = inhibition, most hits filed as inhibitors. AID 624246. 370,000 tested, 0.028% active. fluorescence polarization, His-ERG Ets domain / labelled DNA. P11308; active means well fitted inhibition curve with a large enough effect in the polarisation, with a control signal flat; inconclusive means small, poorly fitted or top-dose-only effect, or effect the other way, or a change in a side signal; inactive means no such curve, though single readings can be large or run the other way; the % refers to the polarisation;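 further: polarization taken with two DNA probes labelled with fluorescein and Texas red; potency means the concentration at half of the fitted maximal effect; % of control where 0% means no effect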
# Target sequence (P11308 whole entry, looked up, the tested form may be a part): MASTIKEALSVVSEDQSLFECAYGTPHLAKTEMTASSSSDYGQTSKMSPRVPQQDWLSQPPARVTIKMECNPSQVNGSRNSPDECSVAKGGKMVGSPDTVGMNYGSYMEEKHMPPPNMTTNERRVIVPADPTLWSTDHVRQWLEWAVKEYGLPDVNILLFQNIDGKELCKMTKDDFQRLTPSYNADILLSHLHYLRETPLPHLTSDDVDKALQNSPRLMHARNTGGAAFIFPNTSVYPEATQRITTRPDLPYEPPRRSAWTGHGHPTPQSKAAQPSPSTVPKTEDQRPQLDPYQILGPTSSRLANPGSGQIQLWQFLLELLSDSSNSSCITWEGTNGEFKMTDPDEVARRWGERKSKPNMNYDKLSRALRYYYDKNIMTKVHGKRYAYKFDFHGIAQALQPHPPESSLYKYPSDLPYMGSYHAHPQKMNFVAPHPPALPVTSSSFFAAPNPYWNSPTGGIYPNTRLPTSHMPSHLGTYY
#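 His-tagged ERG Ets domain (1 uM in the protein solution; 300mM KCl, 50mM Tris-HCl, 1mM EDTA, 1mM DTT, pH 7.5) received compound, then a probe mix of 5 nM fluorescein-DNA and 100nM Texas-615-DNA. Fluorescence polarization was read for both dyes.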
# Numbers without * were called inactive; ? = inconclusive; . = not tested or not shown; & = joins results of further samples; [ ] = another dose, or the depositor's remark. Unless noted, the call rests on the fitted dose curve; in most records, active means well fitted curve in the direction sought with a large enough effect; inconclusive means small, poorly fitted or top-dose-only effect, or another doubt; inactive means no such curve, though single readings can be large; an effect the other way counts as inactive or inconclusive. These rows are one share of the data; count on the stated rates, not on these rows.
SMILES,Pol beta inh,12-LOX inh,Anesthetic bind,RGS4 inh,APEX1 inh,Pol kappa inh,LDHA inh,Pol eta inh,ERG Ets-DNA blk
COc1ccc(S(=O)(=O)NCC(c2ccc3c(c2)OCO3)N2CCOCC2)cc1 (centres undefined),.,-1%,.,-8%,47%[activator],-1%,-11,-3%,20%
O=C(Nc1ccc(Cl)cc1)N1CCC(c2nc(-c3cccs3)no2)CC1,6%,-7%,-5%,27%,-11%,-14%,-3,-15%,8%
CC(SCc1ccccc1)C(=O)Nc1ccccc1F (centres undefined),-2%,0%,?,-29%,25%,-15%,-1,-9%,-16%
O=C(CCN1C(=O)CSc2ccccc21)Nc1cccc(C(F)(F)F)c1,.,-8%,.,-11%,24%,-20%,-2,-14%,2%
CN(C(=O)Cn1cc(C(F)(F)F)ccc1=O)c1c(N)n(Cc2ccccc2)c(=O)[nH]c1=O,40%,8%,10%,-32%,12%,-5%,-2,-14%,-7%
Cc1ccc(C)c(OCC(=O)NNC(=O)CSC(=S)N2CCCC2)c1,.,-22%,.,-27%,9%,-8%,-3,?,-5%
Clc1ccccc1-c1nn2c(Cn3cnc4ccccc43)nnc2s1,2%,?,?,-40%,14%,-14%,-3,-13%,-7%
COc1cccc(-c2nc(N3CCCC3)c3ccccc3n2)c1O,0%,-12%&10%,-10%,-17%,18%,-4%,?,-13%,-7%
Cc1ccc(Cl)cc1N1CCN(C(=O)Cc2csc(Nc3nc(=S)[nH]c4ccccc34)n2)CC1,2%,1%,-11%,-17%,1%,-5%,2,-16%,18%
C=C(C)CN(CC)C(=O)CSc1nc(O)cc(=O)n1C1CCCC1,-10%,-8%,-9%,16%,?,-8%,-9,-8%,0%
CC1=C(C(N)=O)C(c2ccc(C(C)C)cc2)n2nc(SCc3ccccc3)nc2N1 (centres undefined),3%,-11%,-13%,-16%,.,-9%,-6,-6%,-6%
CCOC(=O)c1cc2c(nc1C)-c1cc(Cl)cc(Cl)c1OC2O (centres undefined),30%,-9%,-4%,17%,13%,-17%,-11,1%,19%
CC1(C(=O)O)Cc2ccccc2C(=O)O1 (centres undefined),4%,-12%,3%,-13%,4%,14%,3,-4%,-2%
CCCNc1nc2c(c(=O)[nH]c(=O)n2C)n1Cc1ccc(F)cc1,12%,-24%,-4%,-1%,0%,19%,-1,-11%,-6%
NC(=O)c1cc([N+](=O)[O-])ccc1NCCc1ccccc1,15%,8%,-19%,12%,5%,-5%,0,-7%,4%
Cc1cc(N=Nc2ccc3ccccc3c2)ccc1O,0%,?,?,21%,1%,-7%,-7,-10%,15%
O=C1CC(c2ccc(F)cc2)Cc2nc(NCC3CCCO3)ncc21 (centres undefined),16%,-5%,-2%,1%,-6%,3%,-9,-22%,-1%
O=C(NCc1ccc2c(c1)OCO2)c1cc(=O)[nH]c2ccccc12,-2%,6%,2%,15%,2%,5%,1,-13%,-6%
Cc1ccc(S(=O)(=O)N2CCCCC2)cc1C(=O)NCCN1CCOCC1,.,20%,.,12%,28%,-3%,-4,-26%,3%
CCn1cc(C2=NOC(C(=O)Nc3c(C)nn(Cc4ccc(F)cc4)c3C)C2)c(C)n1 (centres undefined),-9%,2%[57.4 µM],-3%,0%,-4%,-8%,-8,-1%,-5%
CCCCNC(=O)c1cnc2c(-c3ccc(OCC)c(OCC)c3)c(C)nn2c1-c1ccccc1,-4%,-6%,19%,8%,.,28%,1,.,-11%
C/C(=N\NC(=O)CNC(=O)c1ccco1)c1ccc(Br)cc1,36%,?,-21%,32%,-4%,-2%,-18,-15%,-6%
CC(Sc1ccc2ccccc2n1)C(=O)O (centres undefined),24%&13%,?,-9%&-11%,18%,0%&2%,-5%,-8&0,-6%,-7%
Cc1ccc(CNC(=O)NCc2ccccc2)cc1,0%,-14%,-8%,1%,-8%,3%,-1,-8%,10%
Cc1ccc(NC(=O)Nc2cccc(C)n2)cc1,-17%&1%,0%&-17%,-1%&-7%,2%&-20%,30%,-4%&-2%,-13&-10,-7%&-18%,0%&1%

# The results go on.
SMILES,Pol beta inh,12-LOX inh,Anesthetic bind,RGS4 inh,APEX1 inh,Pol kappa inh,LDHA inh,Pol eta inh,ERG Ets-DNA blk
O=C(CSc1n[nH]c(=O)[nH]c1=O)Nc1ccc(C(=O)O)cc1,4%,-5%,-4%,-9%,-1%,-1%,-6,-20%,-11%
Cc1ccc(C(=O)COC(=O)CCN2C(=O)C3C4CC(C(Br)C4Br)C3C2=O)cc1 (centres undefined),3%,1%,-16%,11%,-2%,-9%,0,-1%,15%
O=C(CSc1nccc(-c2cccs2)n1)Nc1ccc(F)c(Cl)c1,3%,6%,-8%,20%,11%,-19%,-5,-23%,-4%
O=C1CC(c2cccc([N+](=O)[O-])c2)c2ccc3ccccc3c2N1 (centres undefined),7%,11%,?,-8%,-4%,-1%,2,-12%,.
COc1ccccc1Oc1ccc2c(c1)C(=O)N(CC(=O)O)C2=O,15%,.,9%,-4%,5%,-10%,-4,-10%,4%
COc1cccc2sc(N3CCN(C(=O)CCS(=O)(=O)c4ccc(F)cc4)CC3)nc12,?,?,-14%,18%,.,-7%[60.1 µM],-6,-4%,-5%
Cc1ccc2c(c1)N=C(c1ccc(F)cc1)CO2,-15%,?,?,-21%,7%,-4%,6,-20%,9%
O=C(NCCc1ccccc1F)C(=O)Nc1nccs1,10%,?,-13%,-9%[11.4 µM],-4%,-13%,-3,4%,0%
CCCCCCCCC/C(=N\O)c1ccccn1,0%,0%,?,-19%,3%,-19%,0,?,3%
COC(=O)C1=NN(c2ccccc2)C2(S1)S/C(=C\c1ccccc1)C(=O)N2c1ccccc1 (centres undefined),-2%,27%,-11%,7%,9%,-18%,-4,3%,-3%
COc1ccc(/C(O)=C2\C(=O)C(=O)N(Cc3ccco3)C2c2cc(OC)ccc2OC)cc1 (centres undefined),-2%,-20%,-12%,-6%,-3%,-3%,-8,-12%,.
O=S(=O)(c1ccc2[nH]ccc2c1)N1CCCCCC1,2%,-1%,?,9%,-5%,8%,0,-17%,1%
NC(=S)NN=C1CCCCC12CCCC2,.,?,.,-54%,.,3%,-9,-20%,-5%
COc1ccc(N2C(=O)c3ccccc3C2=O)cc1,12%,-1%,-11%,32%,-4%,-7%,-4&-7,7%,6%
O=C(Nc1cccc(Cl)c1Cl)c1ccncc1,-9%,-6%,-8%,-10%,4%,6%,-3,-3%,6%
CC1Cc2cc(/C(O)=C3/C(=O)C(=O)N(CCN4CCOCC4)C3c3cccc(O)c3)ccc2O1 (centres undefined),2%,-12%,-12%,-6%,0%,-17%,10,-5%,1%
CC1=Nc2ccccc2/C1=C/c1sc(=O)n(CC(=O)N2CCCC2)c1O,-8%,0%,-6%,-10%,-7%,-5%,-2,-2%,5%
Cc1ccc(NC(=O)c2cc(-c3ccco3)on2)cc1C,-19%,?,?,-19%,-5%,-13%,3,-2%,2%
COc1ccc(NC(C)=O)cc1NC(=O)CN1CCN(S(=O)(=O)c2ccc(C(C)C)cc2)CC1,-19%,150%[activator],-6%,8%,16%,-17%,-1,2%,0%
COc1ccc(C)cc1NC(=O)CCN1CCN(c2ccccc2)CC1,63%,24%,-4%,7%,-8%,-24%,-3,-7%,-4%
CCC(C)C(=O)N1CCc2cc(-c3csc(N)n3)ccc21 (centres undefined),-27%,?,?,-49%,4%,-7%,-2,-9%,3%
COc1ccc(NC(=O)c2cc([N+](=O)[O-])ccc2NC(=O)CNCc2ccccn2)c(OC)c1,-11%,5%,-3%,?,13%,-4%,9,4%,-9%
Cn1cc(CCNC(=O)C2CCC(=O)N(CCc3ccc(Cl)cc3)C2)cn1 (centres undefined),13%,487%[activator],-4%,-5%,-3%,-3%,-5,-16%,4%
Cc1nn(-c2ccc(Cl)cc2)c(Cl)c1/C=N/NC(=O)c1ccc(NS(=O)(=O)c2cccs2)cc1,.,-25%,.,-34%[11.4 µM],.,-16%,-4,79µM*,-1%
O=C(/C=C/c1ccc2c(c1)OCO2)Nc1ccc(Cl)cn1,3%,-12%,-6%,-13%,-6%,0%,-5,-14%,-11%
CCN1C(=O)[C@H]2[C@@H](c3ccc(-c4ccccc4)cc3)N3CCCC[C@@]3(C(=O)OC)[C@H]2C1=O,.,-6%,.,6%,-5%,-25%,-6,?,-7%
O=C(C1=C[C@@H](c2coc3ccccc3c2=O)C[C@@H](OCc2ccc(CO)cc2)O1)N1CCCCCCC1,1%,.,-19%,29%,0%,-10%,1,-8%,-7%
Fc1ccc(Nc2c3c(nc4ccccc24)CCC3)cc1,3%&10%,-8%&-3%,?,-4%&-1%,3%,1%&-4%,0&-1,-26%&-14%,-8%&-8%
COc1ccc(Nc2ncnc3onc(C)c23)cc1Cl,-15%,-29%,-4%,-9%,.,-18%,-3,-9%,3%
Cc1cc(-c2ccc(C)c(S(=O)(=O)NCCCN(Cc3ccccc3)C(C)C)c2)on1,0%,-5%,-18%,8%,58%[activator],-15%,-4,-8%,-1%
